H9c2 TAG inh – reduces triacylglycerol accumulation in H9c2 cells; Nile Red lipid (TAG) fluorescence; cells loaded with 200 µM oleic acid; inhibition, % at 12.5 µM; 230,000 compounds, 0.66% hits; AID 651582;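 active = pattern-corrected inhibition of lipid staining of at least 50% with the nuclear-stain viability signal not falling by more than 50%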;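 note: 0% = DMSO wells and 100% = triacsin C control wells; some results filed as inactive read as strong as hits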
H9c2 TAG inh DAPI viability – also measured in H9c2 TAG inh; calls as there; DAPI nuclei signal change (viability), lower = more cytotoxic, %;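 whole-well DAPI fluorescence read on a plate reader as a viability signal; minus 50 percent equals half of cells still viable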
Starred values were filed as active, the others as inactive; & = joins results of further samples.

N#Cc1ccc(C(c2ccc(C#N)cc2)n2cncn2)cc1 was read as H9c2 TAG inh -7 and H9c2 TAG inh DAPI viability 6.
For CCC(NC(C)C)C(O)c1ccc(O)c2[nH]c(=O)ccc12 (configuration not stated) the results were H9c2 TAG inh -7 and H9c2 TAG inh DAPI viability -2.
For CC1(C)C2CC[C@]3(C)[C@H](C(=O)C=C4[C@@H]5C[C@@](C)(C(=O)O)CC[C@]5(C)CC[C@]43C)[C@@]2(C)CC[C@@H]1O[C@H]1O[C@H](C(=O)O)[C@@H](O)[C@H](O)[C@H]1O[C@@H]1O[C@H](C(=O)O)[C@@H](O)[C@H](O)[C@H]1O (some centres not stated) the results were H9c2 TAG inh -3 and H9c2 TAG inh DAPI viability 0.
`C=CC[n+]1ccc(/C=C2\C=Cc3cc(C)ccc3N2CC)c2ccccc21` gave H9c2 TAG inh 3 and H9c2 TAG inh DAPI viability 0.
`COc1ccc(-c2cc(=O)c3c(O)cc(O[C@@H]4O[C@H](CO[C@@H]5O[C@@H](C)[C@H](O)[C@@H](O)[C@H]5O)[C@@H](O)[C@H](O)[C@H]4O)cc3o2)cc1O` gave H9c2 TAG inh 8 and H9c2 TAG inh DAPI viability -8.
`CCOC(=O)[C@H](CCc1ccccc1)N[C@@H](C)C(=O)N1Cc2ccccc2C[C@H]1C(=O)O` gave H9c2 TAG inh -9 and H9c2 TAG inh DAPI viability -1.
`NC(N)=O` gave H9c2 TAG inh -5 and H9c2 TAG inh DAPI viability -4.
`COC(=O)C1=CO[C@@H](O[C@@H]2O[C@H](CO)[C@@H](O)[C@H](O)[C@H]2O)C2C1C[C@H](O)[C@@H]2C` (some centres not stated) gave H9c2 TAG inh 2 and H9c2 TAG inh DAPI viability -2.
Screening O=c1oc2c(O)c(O)cc3c(=O)oc4c(O)c(O)cc1c4c23 returned H9c2 TAG inh -10 and H9c2 TAG inh DAPI viability 1.
Cc1ccc(=O)n(-c2ccccc2)c1 was read as H9c2 TAG inh -13 and H9c2 TAG inh DAPI viability 4.

Part of the list above in order of SMILES length, lowest first.
`NC(N)=O` gave H9c2 TAG inh -5 and H9c2 TAG inh DAPI viability -4.
Cc1ccc(=O)n(-c2ccccc2)c1 was read as H9c2 TAG inh -13 and H9c2 TAG inh DAPI viability 4.
N#Cc1ccc(C(c2ccc(C#N)cc2)n2cncn2)cc1 was read as H9c2 TAG inh -7 and H9c2 TAG inh DAPI viability 6.
`C=CC[n+]1ccc(/C=C2\C=Cc3cc(C)ccc3N2CC)c2ccccc21` gave H9c2 TAG inh 3 and H9c2 TAG inh DAPI viability 0.
`COC(=O)C1=CO[C@@H](O[C@@H]2O[C@H](CO)[C@@H](O)[C@H](O)[C@H]2O)C2C1C[C@H](O)[C@@H]2C` (some centres not stated) gave H9c2 TAG inh 2 and H9c2 TAG inh DAPI viability -2.
`COc1ccc(-c2cc(=O)c3c(O)cc(O[C@@H]4O[C@H](CO[C@@H]5O[C@@H](C)[C@H](O)[C@@H](O)[C@H]5O)[C@@H](O)[C@H](O)[C@H]4O)cc3o2)cc1O` gave H9c2 TAG inh 8 and H9c2 TAG inh DAPI viability -8.
For CC1(C)C2CC[C@]3(C)[C@H](C(=O)C=C4[C@@H]5C[C@@](C)(C(=O)O)CC[C@]5(C)CC[C@]43C)[C@@]2(C)CC[C@@H]1O[C@H]1O[C@H](C(=O)O)[C@@H](O)[C@H](O)[C@H]1O[C@@H]1O[C@H](C(=O)O)[C@@H](O)[C@H](O)[C@H]1O (some centres not stated) the results were H9c2 TAG inh -3 and H9c2 TAG inh DAPI viability 0.

(further entries)
Screening Cc1ccc(N(CC2=NCCN2)c2cccc(O)c2)cc1 returned H9c2 TAG inh 13&-2&9 and H9c2 TAG inh DAPI viability 7&3&-3.
`CNCCCN1c2ccccc2CCc2ccccc21` gave H9c2 TAG inh 57* and H9c2 TAG inh DAPI viability -30*.
Screening C[N+]1(C)CCC(=C(c2ccccc2)c2ccccc2)CC1 returned H9c2 TAG inh -17 and H9c2 TAG inh DAPI viability 11.
For Oc1ccc(C2CNCCc3c2cc(O)c(O)c3Cl)cc1 (configuration not stated) the results were H9c2 TAG inh 8&-5 and H9c2 TAG inh DAPI viability 9&-4.
For NOCC(=O)O the results were H9c2 TAG inh 7 and H9c2 TAG inh DAPI viability -8.
Screening CCCCNc1ccc(C(=O)OCCOCCOCCOCCOCCOCCOCCOCCOCCOC)cc1 returned H9c2 TAG inh -6 and H9c2 TAG inh DAPI viability -1.
Screening CC(=O)Nc1ccc(CC(=O)O)cc1 returned H9c2 TAG inh -11 and H9c2 TAG inh DAPI viability -5.
Screening CN(C)CCCC1(c2ccc(F)cc2)OCc2cc(C#N)ccc21 (configuration not stated) returned H9c2 TAG inh 6 and H9c2 TAG inh DAPI viability -7.

Source: PubChem BioAssay (Sanford-Burnham Center for Chemical Genomics)

Not all compounds are listed. The share of hits here may be higher or lower than overall.
